# MITF primary: MITF inhibitors, primary screen, biochemical, AlphaScreen, human; Microphthalmia-associated transcription factor (Homo sapiens), O75030; AlphaScreen MITF homodimerization, bead proximity signal; 0.91% of 650,000 active; inhibition, % at 2.6 µM; AID 1259374, 2018; in the data active = inhibition above about 50%;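 also: 0% = vehicle wells with protein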
# GPR151 ag: activators of human GPR151, primary screen, cell-based, PathHunter beta-arrestin, luminescence | AID 1508602, 2020 | PathHunter beta-arrestin GPR151 cells | G-protein coupled receptor 151 (Homo sapiens), Q8TDV0 | activation, % at 11.2 µM | 1% of 650,000 active; in the data active = activation above about 4.9%;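 also: 0% = median of compound wells and 100% = cells with positive control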
# TEAD-YAP inh: TEAD-YAP interaction inhibition, primary screen, TEAD-YAP interaction inhibitor project, luminescence, HEK-TIYL cells. inhibition, % at 9.12 µM. TEAD-Gal4/YAP UAS-luciferase luminescence. 1.4% of 640,000 active; in the data active = inhibition above about 32%;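 also: 0% = median of test compound wells and 100% = reference inhibitor wells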
# FBW7 act: FBW7 E3 ligase activators, primary screen, biochemical, AlphaScreen, human | 0.13% of 650,000 active | normalized activity (activation), % at 26.1 µM | AlphaScreen FBW7–phospho-cyclin E peptide binding, activator screen | F-box/WD repeat-containing protein 7 (Homo sapiens), Q969H0 | AID 1259310, 2017; in the data active = normalized activity above about 1.9%;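 also: purified mutant Fbw7 with reduced substrate affinity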
# Target sequence (Q969H0 whole entry, looked up): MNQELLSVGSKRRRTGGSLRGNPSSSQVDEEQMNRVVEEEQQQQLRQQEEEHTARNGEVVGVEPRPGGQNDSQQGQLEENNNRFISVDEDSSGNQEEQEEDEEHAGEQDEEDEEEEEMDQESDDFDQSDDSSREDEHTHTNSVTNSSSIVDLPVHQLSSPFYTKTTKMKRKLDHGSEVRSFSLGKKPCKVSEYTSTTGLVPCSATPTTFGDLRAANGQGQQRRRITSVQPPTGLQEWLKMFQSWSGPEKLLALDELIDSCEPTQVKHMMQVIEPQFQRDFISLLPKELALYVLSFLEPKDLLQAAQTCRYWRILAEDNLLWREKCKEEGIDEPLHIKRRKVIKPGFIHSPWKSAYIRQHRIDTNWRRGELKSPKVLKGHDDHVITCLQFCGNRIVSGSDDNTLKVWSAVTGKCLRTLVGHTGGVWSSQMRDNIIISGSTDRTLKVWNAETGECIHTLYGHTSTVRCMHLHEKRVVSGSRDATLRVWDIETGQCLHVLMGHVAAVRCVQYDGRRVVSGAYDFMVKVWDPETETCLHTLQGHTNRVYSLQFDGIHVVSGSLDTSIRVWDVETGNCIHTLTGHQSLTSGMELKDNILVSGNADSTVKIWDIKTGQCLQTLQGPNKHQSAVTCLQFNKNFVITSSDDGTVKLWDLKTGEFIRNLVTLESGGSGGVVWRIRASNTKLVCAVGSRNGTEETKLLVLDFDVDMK
# * = called active by the depositor. No enrichment for hits; overall some 3.5% were active at least once.
structure,MITF primary,GPR151 ag,TEAD-YAP inh,FBW7 act
CCOC(=O)c1ccc(CN(Cc2ccc(F)cc2)S(=O)(=O)c2ccc(F)c(C(=O)Nc3c(C)cc(C)cc3C)c2)cc1,16.5,0.1,-6.7,-0.1
CCOc1cc(C=O)ccc1OCc1ccc(C(=O)OC)o1,-1.5,0.6,-1.9,0.1
O=C1c2ccccc2C(=O)N1CCCN1CCCC2(C1)Nc1ccccc1-n1cccc12 (centres undefined),9.8,1.6,2.3,-0.2
O=C(Cc1cccs1)Nc1ccc(NC(=O)c2ccco2)cc1,11.2,-0.3,-43.3,0.4
O=C(CSc1n[nH]c(-c2ccco2)n1)c1cccc([N+](=O)[O-])c1,9.0,-1.0,0.3,-0.1
Nn1c(SCC(=O)NC2CCCc3ccccc32)nnc1C1CC1 (centres undefined),0.3,0.1,7.6,0.0
O=C(NCCc1ccc(O)cc1)c1cccc(-c2csc3ccccc23)c1,13.2,1.4,-12.0,0.2
COc1cccc(/C=N/Nc2ncc(-c3ccc([N+](=O)[O-])cc3)cn2)c1O,21.0,0.6,18.7,0.1
O=C(Nc1cccc(C(=O)Nc2ccc(S(=O)(=O)N3CCCC3)cc2)c1)c1ccccc1,-0.3,0.1,5.4,0.0
Cc1cc(C)cc(OCC(=O)NCCOc2cc(N3CCOCC3)ncn2)c1,6.3,1.8,7.6,0.1
N/C(CC(=O)Nc1ccc(F)cc1)=N\O,-27.0,0.7,6.7,0.0
N#Cc1ccc(C(=O)Nc2ccc3oc(-c4cncc(Br)c4)nc3c2)c(F)c1,18.5,-0.1,-3.0,1.2
Cc1ccc(Cl)cc1NC(=O)CN(c1ccccc1C)S(C)(=O)=O,-4.6,0.1,-3.0,0.1
S=C(Nc1cccnc1)Nc1cccnc1,12.6,2.5,2.7,-0.2
CC(C)N(C(=O)COC(=O)/C=C/c1cccc(Br)c1)C(C)C,17.1,-0.2,-5.5,0.5
COc1cc(NC(=O)C2COc3ccccc3C2)cnc1-c1cn[nH]c1 (centres undefined),-6.8,-0.5,-8.8,-0.1
O=C1CC(C(=O)NCCN2Cc3ccccc3OC(c3ccsc3)C2)c2ccccc21 (centres undefined),-3.9,1.6,-0.9,-0.1
Cc1cccc(C)c1NC(=O)C1(N(Cc2ccccc2)C(=O)CO)CCCCC1,9.7,-1.1,0.4,0.1
O=C1CCCC2=C1C(c1ccccn1)C1=C(CCCC1=O)N2,7.1,0.3,8.8,0.2
CCc1c(C)sc(NC(=O)c2ccccc2OC)c1C(=O)OC,-16.4,0.0,-6.8,0.0
CCOC(=O)c1c(NC(NC(=O)c2ccco2)C(=O)c2ccccc2)sc2c1CCCC2 (centres undefined),0.8,1.7,0.4,0.0
CSc1nccc(-c2cc(Cl)c3c(c2)CC(CNC(=O)c2cc(C)n(C)n2)O3)n1 (centres undefined),8.8,3.3,-13.3,0.1
CC(C)c1ccc(C2C(C#N)=C(N)Oc3c2oc(CO)cc3=O)cc1 (centres undefined),-8.0,-1.0,-0.9,0.0
O=C(NC1CCCCC1)n1c(=O)oc2ccc(Cl)cc21,9.7,-1.0,-8.1,0.0
CCOc1ccccc1NC(=O)c1ccc(C)cc1,-11.2,0.7,-2.2,-0.2
Cc1cc(/C=N\O)c(C)n1-c1ccc(I)cc1,14.7,2.2,-1.2,-0.1
C1=Nn2nnnc2NC1c1c[nH]c2ccccc12 (centres undefined),8.9,-1.4,5.2,0.0
Cc1cc(-c2ccccc2)nc(SCc2ccccc2)c1C#N,1.3,-1.5,7.0,0.1
CCOc1ccc(NC(=O)c2c(CC)noc2C)c([N+](=O)[O-])c1,23.7,-0.2,-8.9,-0.2
COc1cc2c(cc1C=C1C(=O)c3ccccc3C1=O)OCO2,4.3,-0.8,2.0,-0.1
CCc1ccc(NC(=O)c2cc3c(=O)n4ccccc4nc3n2C)cc1,7.3,0.0,-0.6,0.5
CN1CCN(CC(=O)N2c3ccccc3C(C)(c3ccccc3)CC2(C)C)CC1 (centres undefined),-3.5,2.0,-32.0,-0.1
CCCCN1C(=O)NC(=O)/C(=C\c2cnn(-c3ccccc3)c2)C1=O,4.8,-0.4,-7.8,-0.8
CCC(c1nnc(SCC(=O)Nc2ccc(C(C)=O)cc2)n1C1CCCCC1)N(C)C (centres undefined),-4.5,-1.8,6.2,0.0
COc1ccc(-c2noc(CN(C(=O)COc3cc(C)cc(C)c3)C(C)C)n2)cc1,7.1,-1.4,-10.6,0.3
COc1ccc(C(=O)Nc2ccc(N3CCC(NCC4CCCO4)CC3)cc2)cc1 (centres undefined),18.6,-0.8,2.4,-0.1
O=C(CSc1cccc[n+]1[O-])c1cc2ccccc2o1,2.5,0.1,-37.6,0.0
c1ccc(Oc2ccc(Nc3cc(Nc4ccccn4)ncn3)cc2)cc1,-3.3,-0.8,-0.7,-0.1
CC#CC(=O)N1CCC(C2(CCC(C)C)NC(=O)N(Cc3ccccn3)C2=O)CC1 (centres undefined),0.2,0.2,-1.0,-0.1
CN(C1CCCCC1)S(=O)(=O)c1ccc(F)c(C(=O)Nc2cccc(Cl)c2)c1,16.0,1.1,-0.4,0.0

# Given with values under each structure: part of the list above.
# Results follow in this order: MITF primary | GPR151 ag | TEAD-YAP inh | FBW7 act
> Cc1ccc(Cl)cc1NC(=O)CN(c1ccccc1C)S(C)(=O)=O
  -4.6 | 0.1 | -3.0 | 0.1
> S=C(Nc1cccnc1)Nc1cccnc1
  12.6 | 2.5 | 2.7 | -0.2

# Carrying on:
structure,MITF primary,GPR151 ag,TEAD-YAP inh,FBW7 act
COC(=O)c1cc(C(=O)OC)cc(-n2c(/C=C\c3cccc(C(F)(F)F)c3)nc3ccccc3c2=O)c1,7.7,-0.1,2.2,0.9
N#Cc1ccc(OCC(=O)N2CCOCC2)cc1,9.7,-2.4,3.5,0.1
CCSC1=C(C#N)C(c2ccco2)C(C(=O)Nc2ccccc2OC)=C(C)N1 (centres undefined),-3.5,0.8,-8.2,-0.1
CCOC(=O)c1cc2c(=O)n3ccccc3nc2n(CCOC)c1=NC(=O)c1ccc(F)cc1,-8.6,0.4,6.5,0.2
CNC(=O)c1ccc(CN2CCN(Cc3ccccc3)CC2)cc1,12.8,-0.3,-5.6,0.0
CN(C)c1cc(N/N=C/c2cc3c(c([N+](=O)[O-])c2)OCO3)nc(N(C)C)n1,-3.0,0.1,-0.6,-0.1
Cc1cc(NC(=O)C2CCCCC2)ccc1N1CCCC1=O,-7.1,-1.6,-34.5,0.0
Brc1ccc(NCCN2CCOCC2)nc1,12.5,0.7,-14.0,-0.4
CC(=O)c1ccc(OCC(O)CN2CCN(c3ccccc3F)CC2)cc1 (centres undefined),-21.2,-0.5,-4.2,0.1
CN1CCc2nc3ccccc3c(C(=O)OCC(=O)Nc3ccccc3C#N)c2C1,-0.3,-0.3,4.3,0.1
CCOC(=O)Oc1ccc2c(=O)c(-c3ccccc3OC)coc2c1,-7.0,-0.1,-8.1,-0.2
CC(C)(C)NC(=O)c1cccc(NC(=O)/C=C\c2ccccc2)c1,10.8,-1.6,-23.1,0.8
O=C(Nc1cncc(-c2ccncc2)c1)C1Oc2cc3ccccc3cc2O1,-9.6,0.2,5.3,0.8
CCCc1ccc(OCC(O)CN2CCCC2)cc1 (centres undefined),10.5,2.1,7.8,0.4
CC(=O)N1CCc2c(sc(NC(=O)/C=C/c3cccs3)c2C#N)C1,8.9,0.1,58.0*,-0.1
CC(=O)Nc1ccc(Oc2ncc(-c3ccc(F)cc3)cn2)cc1,6.5,0.0,-11.9,0.0
CCOC(=O)C1=C(N)Oc2ccc3ccccc3c2C1c1cccnc1 (centres undefined),-4.1,1.3,2.0,-0.4
CCn1ncc(CN2CCCC(N3CCN(c4ccccc4OC)CC3)C2)c1C (centres undefined),3.6,0.3,6.9,0.0
O=[N+]([O-])c1ccc2sc(SCc3cn4ccccc4n3)nc2c1,14.3,-0.5,-0.4,0.1
C=CCN1C(C(=O)c2ccccc2)=C(OC(=O)c2ccccc2)c2ccccc2S1(=O)=O,-23.2,2.0,0.4,-0.2
CCCCN(CC)C(=O)Cn1c(=O)sc2ccccc21,-7.3,0.3,0.8,-0.2
Cc1ccc(NC(=O)Cn2c(C)nc3sc4c(c3c2=O)CCCC4)c(Br)c1,3.4,0.3,2.1,-0.2
CCOc1ccc(NS(=O)(=O)c2cc([N+](=O)[O-])ccc2C)cc1,6.6,-0.2,0.3,0.0
O=C(C1CCN(S(=O)(=O)c2ccccc2)CC1)N1CCCCCC1,-4.2,0.6,6.8,0.0
COC(=O)C1=C(C)N(C)C(C)=C(C(=O)OC)C1c1cccc(Cl)c1Cl,20.7,3.1,-14.2,1.2
C=CCN(c1ccccc1)S(=O)(=O)c1ccc2[nH]cc(C(=O)NCc3ccccc3)c(=O)c2c1,7.0,0.7,14.0,0.1
CCC(=O)C1CCCN(C(=O)CCc2nnc(-c3ccc(C(C)=O)s3)o2)C1 (centres undefined),-3.0,1.2,-62.9,-0.1
COC(=O)CSc1nc2ccccc2nc1Cc1cccc([N+](=O)[O-])c1,1.2,-1.6,4.1,0.1
O=C(CN(Cc1ccc(Br)cc1)S(=O)(=O)c1ccccc1)NC1CCCCC1,-17.2,-0.1,-3.0,-0.1
Cc1oc(/C=N/NC(=O)CC2(C)OCCO2)cc1Br,0.2,-0.4,-15.4,-0.3
COc1ccc(CC(=O)OCCCC(=O)c2ccc(F)cc2)cc1,-5.4,0.5,-0.2,-0.2
Cc1ccc(OCCCN2CCNCC2)c([N+](=O)[O-])c1,37.4,0.4,4.5,-0.1
CCOC(=O)c1ccc(NC(=O)CSc2nnc(C)c(=O)n2N)cc1,7.9,-2.7,-2.0,0.3
COc1ccccc1N1CCN(/N=C\C(C)=C\c2ccccc2)CC1,14.6,0.3,-30.6,-0.1
Cc1nc(-c2ccc(N3CCN(C(=O)COc4ccccc4F)CC3)nc2)no1,2.9,-2.0,-6.0,0.9
COc1ccc(C2C(C(=O)OC(C)C)=C(C)N=c3s/c(=C\c4ccc5c(c4)OCO5)c(=O)n32)cc1 (centres undefined),2.8,-0.5,-15.0,0.6
Cc1csc2nc(-c3ccc(NS(C)(=O)=O)cc3)cn12,9.5,-0.3,-9.7,0.0
Cc1ccccc1-n1c(=S)sc2c(=O)n(-c3ccccc3F)c(=S)[nH]c21,7.0,1.0,9.4,0.1
C/C(=N/NC(=O)c1cc(C)oc1C)c1ccc(Cl)c(Cl)c1,16.0,-2.9,-34.5,-0.1
Cc1ccc(C)c(N2CCN(S(=O)(=O)c3ccc(-n4cccn4)cc3)CC2)c1,-2.5,-1.7,0.2,0.0
Nc1ccccc1-c1nc(-c2ccccc2)nc2ccccc12,0.6,0.0,2.4,0.1
COCCNC(=O)c1ccc(Cn2nnc3ccccc3c2=O)cc1,-7.7,0.5,1.4,0.0
CC(=O)N1CCC(N2CCN(Cc3ccc(C)o3)C(CCO)C2)CC1 (centres undefined),4.4,1.6,0.0,0.0
CCOc1cccc2cc(C(N)=O)c(=Nc3ccccc3OC)oc12,1.5,-6.1,-29.6,0.0
Fc1ccc(-n2nnnc2SCc2ccc(Cl)cc2Cl)cc1,-13.2,0.1,7.9,0.2
O=C(N/N=C/C1CC=CCC1)c1ccc(Cl)cc1O (centres undefined),9.6,-0.5,-17.9,0.1
COCCNC(=O)c1cn(C)c(=O)c2ccccc12,-3.4,0.2,-5.2,-0.1
Cc1c(C(=O)Nc2c(F)cccc2F)sc2ncn(Cc3cccc(F)c3)c(=O)c12,-0.3,-0.4,1.1,0.5
COc1ccc(-c2csc(Nc3ccccc3OC)n2)cc1,8.4,-1.4,-32.1,-0.1
Cc1cc(N2CCOCC2)nc2ccc(NC(=S)NC3CC3)cc12,8.3,-0.6,2.1,-0.3
CCOc1ccc(C2=NC(c3ccc(F)c(Br)c3)NC(c3cc(Br)ccc3O)C2)cc1 (centres undefined),-1.7,-0.2,-0.4,0.0
CCOC(=O)c1c(-c2ccccc2)oc2ccc(OS(C)(=O)=O)cc12,1.3,-1.2,6.4,0.8
O=C(NNc1ccc([N+](=O)[O-])cc1)Nc1ccccc1,3.7,0.0,0.7,-0.1
CC(C)c1ccc(C(=O)Nc2ccc(N3CCOCC3)cc2)cc1,6.2,0.9,-10.6,-0.1
CCc1ccc(CNC(=O)CCc2nnc(Cc3cccc(C(F)(F)F)c3)o2)nc1,-0.4,-0.6,1.9,0.0
CCn1c(SCC(=O)NC(C)(C)C)nnc1-c1ccoc1C,18.5,0.1,3.3,0.1
Cc1ccnc2c(NC(=O)/C=C/c3cccc(N4C(=O)C5C6C=CC(C6)C5C4=O)c3)cccc12 (centres undefined),9.7,0.9,17.7,0.0
CCOc1ccc(-c2noc(-c3ccc(F)cc3)n2)cc1OC,6.5,0.7,-2.4,0.0
CN(C1=C(Cl)C(=O)OC1OC(=O)c1ccco1)c1ccccc1 (centres undefined),1.1,-0.3,-2.6,-0.1
